HTT cytoprotect: protects HTT-Q103 PC12 cells, measured by ATP; PC12 HTT-Q103 induced, cytoprotection, ATP luminescence, 40 h; Potency, µM (highest dose often 56.4 µM), for inactives: cytoprotection (ATP increase), usual class: activators; 0.14% of 230,000 active; AID 1471;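 further: potency means the concentration at half of the fitted maximal effect; % of control where 0% means no effect; nearly all actives have a fitted effect of over 45% in size; toxic huntingtin expression switched on by the ecdysone agonist tebufenozide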
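Rat PC12, Q103 Htt exon1-GFP fusion, ecdysone promoter; tebufenozide inducer 100 nM final; compound titration; qHTS, 1500 cells/well; ATPlite luminescent read.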
HTT aggregate: mutant huntingtin aggregation inhibition; AID 1688; Potency, µM (top dose mostly 46.1 µM), for the others: top-dose activity change, negative = inhibition, usual class: inhibitors; PC12 HttQ103-GFP aggregates, Acumen cytometry, 40 h; 1.1% of 220,000 active; further: potency means the concentration at half of the fitted maximal effect; on the % scale 0 is the no-effect control and ±100 the full control effect; nearly all actives have a fitted effect of over 60% in size
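PC12 cells stably carrying ecdysone-inducible HTT exon 1 Q103–GFP were induced with tebufenozide (100 nM final) and treated with library compounds in titration. GFP aggregates in lysates were counted by laser scanning cytometry.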
GAA glycogen mod: inhibitors or activators of human alpha-glucosidase glycogen cleavage; P10253; recombinant GAA, glycogen substrate, Amplex Red glucose oxidase fluorescence; Potency, µM (series often up to 76.4 µM), inactives show at the highest dose activity change, negative = inhibition, actives largely listed as inhibitors; 0.38% of 300,000 active;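 further: potency means the concentration at half of the fitted maximal effect; 0% = full enzyme reaction and -100% = no-enzyme basal signal; the screen sought inhibitors and activators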
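Recombinant human alpha-glucosidase (4 nM final) hydrolysed bovine liver glycogen (30 ug) for 40 min at 37 C in pH 5.0 citrate/phosphate with 0.01% Tween-20. Released glucose detected by glucose oxidase/Amplex Red, Ex 573/Em 610 nm. Compounds up to 77 uM; AC50 from Hill fits.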
CBFb-RUNX1 inh: blocks binding between human CBF-beta and RUNX1; Q01196+Q13951; Potency, µM (doses to about 59.8 µM), without a hit: top-dose activity, negative = inhibition, usual class: inhibitors; 230,000 tested, under 10 active; AlphaScreen CBFb-His/RUNX1-biotin binding, biochemical; further: % of control where 0% means no effect
Target sequence (Q01196 whole entry, looked up): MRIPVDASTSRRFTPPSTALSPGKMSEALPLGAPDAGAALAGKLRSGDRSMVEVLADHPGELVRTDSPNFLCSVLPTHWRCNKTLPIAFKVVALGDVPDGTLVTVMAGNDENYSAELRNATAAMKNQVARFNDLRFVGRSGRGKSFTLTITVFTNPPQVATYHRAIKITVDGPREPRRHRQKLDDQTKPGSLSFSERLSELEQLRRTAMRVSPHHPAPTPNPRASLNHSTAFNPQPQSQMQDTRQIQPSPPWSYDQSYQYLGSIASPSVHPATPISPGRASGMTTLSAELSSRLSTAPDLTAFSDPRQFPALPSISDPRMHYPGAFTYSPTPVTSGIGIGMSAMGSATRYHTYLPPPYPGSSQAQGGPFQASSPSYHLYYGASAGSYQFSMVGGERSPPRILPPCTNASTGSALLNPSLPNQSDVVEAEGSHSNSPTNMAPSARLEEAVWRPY
Target sequence (Q13951 whole entry, looked up): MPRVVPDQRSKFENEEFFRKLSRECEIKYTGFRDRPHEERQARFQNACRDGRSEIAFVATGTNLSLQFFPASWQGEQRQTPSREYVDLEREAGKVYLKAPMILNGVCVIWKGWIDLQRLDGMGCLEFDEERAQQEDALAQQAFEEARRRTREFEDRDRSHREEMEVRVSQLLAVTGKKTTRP
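CBF-beta (His) and RUNX1 (biotin), 30 nM each; 20 min preassociation; + compound, 15 min; + beads 50 ng each (Ni, streptavidin), 90 min; RT; AlphaScreen read.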
GAA inhib: blocks human lysosomal alpha-glucosidase; P10253; purified human GAA, 4-MU-alpha-glucoside fluorescence; Potency, µM (highest dose often 76.9 µM), for the others: top-dose activity change, negative = inhibition, hits mostly inhibitors; 0.005% of 200,000 active;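 further: potency means the concentration at half of the fitted maximal effect; plate controls were uninhibited enzyme wells for no effect and no-enzyme background for full effect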
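Human enzyme at 4 nM with 400 uM 4-methylumbelliferyl-alpha-D-pyranoside, citrate/phosphate buffer pH 5.0, 0.005% Tween-20, 20 min at room temperature. Compounds up to 77 uM. 4-MU fluorescence (Ex 365/Em 440) read after NaOH/glycine stop; AC50 from Hill fit.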
LMNA splice mod: changes lamin A minigene splicing in HeLa cells; AID 1487; HeLa LMNA splicing GFP/RFP minigene ratio, 48 h; 0.01% of 200,000 active; Potency, µM (highest dose often 46.1 µM), for the others: top-dose ratio change, negative = inhibition, actives largely listed as inhibitors; active means well fitted inhibition curve with a large enough effect in the signal ratio, with a control signal flat, not every such curve was filed as active; inconclusive means small, poorly fitted or top-dose-only effect, or effect the other way, or a change in a side signal; the % refers to the signal ratio; further: potency means the concentration at half of the fitted maximal effect; on the % scale 0 is the no-effect control and ±100 the full control effect
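S3 HeLa cells stably expressing lamin A-EGFP splicing minigene plus DsRed2, 600 cells/well, 48 h compound exposure at 37C. Laser-scanning cytometry; analysed as GFP (500-530 nm)/RFP (575-640 nm) total intensity ratio; 0.5% DMSO vehicle.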
GAA spleen mod: inhibits or activates alpha-glucosidase in human spleen homogenate | P10253 | human spleen homogenate, 4-MU-alpha-glucoside fluorescence | Potency, µM (series often up to 79.9 µM), inactives show at the top dose activity change, negative = inhibition, most hits filed as inhibitors | 0.006% of 240,000 active | AID 2112;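 further: potency means the concentration at half of the fitted maximal effect; 0% = enzyme with vehicle and -100% = no enzyme basal signal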
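AC50 values come from Hill-equation fits of concentration-response data, normalized to no-enzyme and full-activity controls. Enzyme source: 1 ug human spleen homogenate; 1 mM fluorogenic 4-MU glucoside, pH 5.0 citrate buffer, 37 C, 40 min.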
Numbers without * were called inactive; ? = inconclusive; / = no result given; [ ] = another dose, or the depositor's remark. Unless noted, the call rests on the fitted dose curve; in most records, active means well fitted curve in the direction sought with a large enough effect; inconclusive means small, poorly fitted or top-dose-only effect, or another doubt; inactive means no such curve, though single readings can be large; an effect the other way counts as inactive or inconclusive. Outcome played no part in choosing rows. About 1.5% of those tested had a hit in this group.

SMILES | HTT cytoprotect | HTT aggregate | GAA glycogen mod | CBFb-RUNX1 inh | GAA inhib | LMNA splice mod | GAA spleen mod
Cc1cc(NC(=O)CSc2nc(C(C)(C)C)nc3ccccc23)no1 | 5.7%[10 µM] | -3.8%[9.22 µM] | 7.1% | 4.3% | -13.1% | -4.3%[46 µM] | 0.0%
CCOC(=O)CSc1nc(C)cc2c1C(=O)OC2 | 3.4% | ? | -3.9% | 11.0% | 0.8% | / | -1.4%
O=C1OC(N2CCN(C(=O)C3CCCO3)CC2)c2ccccc21 (stereo not drawn) | 10.3%[0.074 µM] | 11.8% | -0.5% | 3.3% | -1.9% | -1.3% | -2.3%
COC(=O)c1ccccc1NC(=O)CSc1nnc(C(C)NC(=O)c2ccc(Cl)cc2Cl)n1C (stereo not drawn) | ? | 4.0%[9.22 µM] | 3.8% | -0.2% | 2.3% | 5.8% | 0.8%
COc1ccc(-c2csc(Cc3nnc(N4CCOCC4)n3-c3ccccc3)n2)cc1OC | -5.8% | 12.9% | 2.8% | 1.0% | 11.1% | 15.2% | -0.7%
N=c1ccn(Cc2ccc(F)cc2)cc1 | 1.1%[10 µM] | -8.3%[9.22 µM] | -1.2% | 8.9% | / | / | 3.0%
Cc1ccc(S(=O)(=O)NC(=O)NC(C)Cc2ccccc2)cc1 (stereo not drawn) | ? | -13.7% | 12.6% | 6.2% | ? | -12.8%[46 µM] | -0.4%
COc1ccc(N=Cc2ccc[nH]2)cc1 | -1.8%[10 µM] | -8.6% | 20.7% | -2.7% | 1.6% | 6.7% | 7.2%
O=[N+]([O-])c1cccc(-c2cnc3ccccc3n2)c1 | -0.9%[10 µM] | 2.0%[9.22 µM] | 2.6% | -1.3% | / | / | -0.1%
O=C(c1cccs1)n1nc(-c2ccccc2)nc1NCc1ccc(F)cc1 | 8.5% | -2.7% | -2.8% | 3.6% | -13.6% | 14.9% | 2.0%
CCN1CCN(c2ccc(NC(=O)c3ccccc3F)cc2Cl)CC1 | -15.2%[10 µM] | 1.0% | -2.9% | -1.4% | 5.3% | -13.5%[46 µM] | 2.9%
CC1=C(C(=O)N2CCOCC2)C(c2c(C)cc(C)cc2C)NC(=S)N1 (stereo not drawn) | 5.6%[10 µM] | 15.9% | 4.5% | 9.4% | 4.8% | -15.8%[46 µM] | 8.6%
COc1ccc(/C=N/NC(=O)c2ccc(Cn3cc([N+](=O)[O-])cn3)o2)c(OC)c1C | -43.0%[inhibitor] | 26.3% | -3.1% | 0.7% | 2.2% | 20.3% | 3.3%
CCCSc1oc(-c2ccco2)nc1S(=O)(=O)c1ccccc1 | 2.4% | 0.2% | -4.1% | 8.0% | ? | -4.0% | -8.8%
O=C(NC1CCCCC1)C(c1ccccc1)N1CCOCC1 (stereo not drawn) | -108.9%[inhibitor] | 6.7% | 3.5% | 3.9% | -3.4% | -5.9% | -10.7%
O=[N+]([O-])c1ccc2c(c1)C=C1CCCCC1(N1CCCC1)O2 (stereo not drawn) | 10.7%[10 µM] | -24.9% | 8.0% | 0.9% | -0.9% | -10.1% | 4.3%
Cc1ccc(-c2nc(NCCN3CCOCC3)c3ccccc3n2)cc1 | -14.6% | 18.1% | 6.7% | -3.6% | -3.1% | -8.9% | -2.5%
O=C(NCCOc1ccccc1)c1cc(C(=O)NCCOc2ccccc2)cc([N+](=O)[O-])c1 | / | ? | 1.3% | 6.5% | -10.3% | ? | 5.2%
CC(C)c1nc2oc3c(NCC4CCCO4)ncnc3c2c2c1CCC2 (stereo not drawn) | -11.9%[0.074 µM] | ? | 6.3% | 10.5% | -5.7% | ? | 0.6%
Cn1c2ccccc2c2nnc(SC3CCOC3=O)nc21 (stereo not drawn) | -4.2% | 2.2% | 7.9% | ? | -0.7% | -4.6% | 1.3%
CCCCOC(=O)c1ccc(NC(=O)c2cc(Cl)c(Cl)cc2C(=O)O)cc1 | -3.4%[10 µM] | 3.3%[9.22 µM] | -1.4% | 11.8% | 0.4% | ? | 3.1%
Fc1ccc(CSc2ccc(-c3ccco3)nn2)cc1 | ? | 2.1% | -4.3% | -3.4% | 0.2% | 0.2% | -7.5%
CCn1c(=NC(=O)c2ccc(S(=O)(=O)N(C)C)cc2)sc2cccc(OC)c21 | -105.4%[inhibitor] | ? | -8.5% | ? | ? | ? | /
Cn1cc(Br)c(-c2cccc(NC(=O)CC(C)(C)CC(=O)O)c2)n1 | 11.0%[10 µM] | 3.6%[9.22 µM] | 9.4% | 5.8% | -4.8% | / | 6.2%
O=P(c1ccccc1)(c1ccccc1)C(O)c1ccncc1 (stereo not drawn) | -7.2%[10 µM] | 23.4% | 6.4% | 4.3% | -0.8% | -1.1% | 0.7%

An excerpt from above in order of the CBFb-RUNX1 inh value, highest first:
mol	CBFb-RUNX1 inh
O=C(NC1CCCCC1)C(c1ccccc1)N1CCOCC1 (stereo not drawn)	3.9%
O=[N+]([O-])c1ccc2c(c1)C=C1CCCCC1(N1CCCC1)O2 (stereo not drawn)	0.9%
CCN1CCN(c2ccc(NC(=O)c3ccccc3F)cc2Cl)CC1	-1.4%

More structures follow:
SMILES | HTT cytoprotect | HTT aggregate | GAA glycogen mod | CBFb-RUNX1 inh | GAA inhib | LMNA splice mod | GAA spleen mod
Cc1ccc(/C=N/NC(=O)c2cccc(S(=O)(=O)Nc3ccccc3Cl)c2)s1 | 4.4%[10 µM] | -14.5% | -6.2% | -0.8% | 0.0% | -17.6% | -5.3%
Cn1nc(-c2ccc(Cl)cc2)cc1NC(=O)Nc1ccccc1 | -15.5%[10 µM] | -20.7%[9.22 µM] | 4.7% | -13.7% | -3.5% | / | 2.3%
Cc1c(Cl)cccc1NC(=O)CC1SCCNC1=O (stereo not drawn) | -10.7%[0.074 µM] | -2.5% | 4.5% | 3.6% | -0.3% | -6.0% | 0.5%
Cc1ccc(-c2nnn(CC(=O)Nc3cccc4cccnc34)n2)o1 | 8.0%[10 µM] | -13.8% | 3.7% | -7.6% | -7.7% | 11.7% | -3.8%
COC(=O)c1nnn(-c2cccc(Cl)c2)c1C(=O)OC | 6.1%[10 µM] | -0.7%[9.22 µM] | -3.1% | 0.7% | / | / | 6.5%
CCC(CC)NC(=O)Nc1cccc(C)c1C | -3.2% | 8.5% | 13.7% | -1.5% | 2.1% | / | -5.6%
O=C(CNS(=O)(=O)/C=C/c1ccccc1)OCC(=O)N1CCC(Cc2ccccc2)CC1 | -5.6% | 0.3% | -0.9% | -0.3% | 0.8% | -2.1% | -13.2%
O=C(OCC#Cc1c(COC(=O)c2ccccc2)nnn1Cc1ccccc1)c1ccccc1 | -4.2%[10 µM] | -19.2%[9.22 µM] | -3.3% | ? | / | / | -5.5%
COc1ccccc1N1CCN(C(=O)CSc2nnc(NC(=O)c3ccco3)s2)CC1 | -27.0%[10 µM] | -0.4% | -1.4% | 2.8% | 0.7% | -3.3% | -4.5%
O=C(NNC(=O)c1ccccc1Cl)c1ccccc1Cl | 15.1%[10 µM] | 9.6%[9.22 µM] | 3.4% | 8.0% | 6.0% | ? | 0.7%
CN1/C(=C/C(=O)c2nc(S(C)(=O)=O)ncc2Cl)C(C)(C)c2ccccc21 | -102.9%[inhibitor][10 µM] | 37.1%[9.22 µM] | 4.0% | -16.4% | ? | ? | -10.4%
COc1ccc(C(C)NC(=O)c2ccccc2)cc1 (stereo not drawn) | -0.5% | 2.1% | -14.2% | 1.2% | -4.5% | -0.5% | -1.6%
COc1cccc(N(C(=O)C2COc3ccccc3O2)C(C(=O)NC2CCCCC2)c2ccc(O)cc2)c1 (stereo not drawn) | -12.6%[10 µM] | -4.7% | 15.6% | 5.6% | -5.3% | -16.3% | -2.2%
COc1cc(/C=C(\CC(=O)O)c2nc3ccccc3s2)cc(OC)c1O | / | ? | ? | 13.6% | -4.8% | / | 2.8%
CC(C)N(C)C(=O)CCc1nnc(CCc2c[nH]c3ccccc23)o1 | -13.3% | 7.9% | 9.1% | 4.6% | ? | / | -3.0%
CC(C)(C)NC(=O)CSC(=Nc1ccc(F)cc1)NC#N | 7.3% | 11.6% | -2.4% | 5.0% | -3.8% | 14.2% | -13.3%
CCn1c(=N)c(C(=O)NC)cc2c(=O)n3cccc(C)c3nc21 | -15.0%[0.074 µM] | -14.5% | -11.3% | -6.4% | ? | ? | ?
Cc1ccc(OCC(=O)c2cc(C)c(C)cc2C)c([N+](=O)[O-])n1 | -34.4% | ? | 6.7% | 4.4% | -14.5% | 5.0% | -3.7%
O=C(N[C@@H](Cc1ccccc1)C(=O)O)c1ccccc1 | -40.1%[inhibitor] | / | / | 9.7% | / | / | -11.3%
COc1cc(NC(=O)c2ccco2)c(C(=O)OCC(=O)c2c[nH]c3ccccc23)cc1OC | 6.0%[10 µM] | 6.9% | 10.4% | -9.8% | 5.8% | ? | 5.5%
O=C(c1ccco1)N1CCN(C(=O)c2ccc(Cn3cc(Br)cn3)o2)CC1 | 2.8% | -1.8% | 16.9% | -4.2% | -2.1% | -0.6% | -1.4%
O=C(NNC1=NS(=O)(=O)c2ccccc21)c1ccccc1 | -34.9%[10 µM] | -17.7%[9.22 µM] | 2.5% | 3.4% | / | / | 5.0%
CN(C)c1nc(OCCOC(=O)COc2ccc(Cl)cc2Cl)nc(N(C)C)n1 | 0.8% | 0.3% | -17.6% | 9.0% | -8.7% | 3.1% | -9.3%
Cc1cccc(C2=NNC(=O)C(c3ccc(Cl)cc3)C2)c1 (stereo not drawn) | 1.6% | -3.4% | -3.9% | ? | -8.9% | / | -7.7%
CCN(CC)CCOc1nnc(-c2ccc(C)cc2)c2ccccc12 | 9.1%[10 µM] | 2.5% | 2.8% | 3.2% | -2.3% | -7.8% | -8.3%
Cc1ccc(CN2CCN(C3CCOCC3)CC2CCO)cc1 (stereo not drawn) | -25.0% | -2.7% | 10.8% | -4.2% | -5.6% | / | -11.7%
Cc1ccc(C(=O)Oc2cccc(-n3cnnn3)c2)cc1 | 9.2%[10 µM] | 4.2%[9.22 µM] | -6.3% | 2.1% | 0.0% | / | -2.6%
Cc1ccc(CNC(=O)c2cc3c(=O)n(C)c4ccccc4c3n2C)cc1 | 7.9% | -0.4% | 11.4% | -0.6% | 0.3% | 7.1% | 6.6%

Bioassay records from PubChem.
